High-throughput results from PubChem.
IDE act = IDE (human) activation, cell-based. 340,000 tested, 0.073% active. P14735. activation, % at 5.96 µM. HEK cells, FAbeta-B cleavage, fluorescence polarization; 0% vehicle, 100% cell-free pure enzyme wells;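 active = activation above the mean of all tested compounds plus 3 SD, set per screening campaign, cut at about 17% in these data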
Target sequence (P14735 whole entry, looked up): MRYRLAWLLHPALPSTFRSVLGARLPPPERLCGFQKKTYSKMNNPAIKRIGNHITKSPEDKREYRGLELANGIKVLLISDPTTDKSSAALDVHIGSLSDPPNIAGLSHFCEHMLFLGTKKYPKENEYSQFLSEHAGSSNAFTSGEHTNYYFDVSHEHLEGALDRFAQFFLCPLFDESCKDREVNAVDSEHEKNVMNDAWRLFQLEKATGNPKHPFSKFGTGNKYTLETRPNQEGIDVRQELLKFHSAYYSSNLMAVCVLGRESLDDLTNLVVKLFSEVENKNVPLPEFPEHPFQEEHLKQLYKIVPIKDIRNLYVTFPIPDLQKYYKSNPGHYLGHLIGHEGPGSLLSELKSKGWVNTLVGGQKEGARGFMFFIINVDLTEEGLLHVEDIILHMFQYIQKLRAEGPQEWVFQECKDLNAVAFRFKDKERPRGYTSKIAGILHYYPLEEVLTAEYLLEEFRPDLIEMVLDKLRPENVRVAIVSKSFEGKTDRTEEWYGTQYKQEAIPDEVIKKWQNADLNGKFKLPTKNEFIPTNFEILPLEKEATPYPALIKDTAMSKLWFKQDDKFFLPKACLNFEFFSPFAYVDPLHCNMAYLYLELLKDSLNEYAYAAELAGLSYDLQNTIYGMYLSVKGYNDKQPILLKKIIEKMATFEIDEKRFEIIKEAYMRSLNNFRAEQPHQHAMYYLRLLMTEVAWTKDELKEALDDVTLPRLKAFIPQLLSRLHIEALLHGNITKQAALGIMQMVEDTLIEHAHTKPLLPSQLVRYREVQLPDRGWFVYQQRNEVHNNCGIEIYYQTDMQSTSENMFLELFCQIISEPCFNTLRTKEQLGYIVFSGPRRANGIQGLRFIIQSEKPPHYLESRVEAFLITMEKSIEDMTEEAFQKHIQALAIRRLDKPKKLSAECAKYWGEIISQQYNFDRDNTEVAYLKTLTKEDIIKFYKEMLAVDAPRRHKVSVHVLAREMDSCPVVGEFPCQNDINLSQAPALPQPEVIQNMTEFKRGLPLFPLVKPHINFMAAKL
MEKK3 PB1 HTS = modulators (inhibitors or enhancers) of MEK5 binding to human MEKK3 PB1 domain; Q99759; bead-based flow cytometry, Alexa488-MEK5 binding to MEKK3; actives lie on both sides; 0 = blocked by unlabeled MEK5, 100 = vehicle; binding response (% of control), % at 10 µM; 290,000 tested, 1.4% active; AID 1529;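 active = binding response more than 3 SD above or below the average of its plate-row segment, actives on both sides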;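 note: Alexa488 bead fluorescence after subtracting the streptavidin-only scavenger bead signal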
pCIP destab = compounds decreasing mouse p/CIP protein stability | 290,000 tested, 0.01% active | F442A p/CIP-EGFP cells, EGFP fluorescence, 16 h | decrease of EGFP signal, % at 10 µM | Q05BA5;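 active = EGFP signal decrease of at least 30% at 10 µM or well 3 SD below plate mean, unless failing retest; inactive = the rest, including hits failing retest or dose response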; note: some compounds called inactive have numbers as strong as hits; many of its hits are not listed in these tables
MEKK2mut PB1 HTS = signal of MEK5 binding to mutant human MEKK2 PB1 domain; bead flow cytometry, Alexa488-MEK5 binding to MEKK2 mutant; percent response, % at 10 µM; 290,000 tested, 0.35% active; AID 1530; in the data active = percent response above about 24%, passing the limit was not always enough; note: inactives centre near 1; some results filed as inactive read as strong as hits; reference of the scale not given here
M18AAP inhibitor = blocks P. falciparum M18 aspartyl aminopeptidase; recombinant PfM18AAP, H-Glu-NHMec fluorogenic cleavage; inhibition, % at 7.35 µM; 290,000 tested, 1.2% active;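 active = inhibition above the campaign mean inhibition over all tested compounds plus 3 SD, cut at about 28% in these data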;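 note: 0% = plate median of test compound wells and 100% = 2 mM ZnCl2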
NALP1 yeast inh = NALP1 inhibition | 280,000 tested, 0.61% active | inhibition, % at 10 µM | S. cerevisiae NALP1/ASC/caspase-1 growth, X-gal OD620, 72 h | AID 2071; in the data active = inhibition mostly above about 24%, no sharp cut-off; inactive = mostly below about 32%; note: some compounds called inactive have numbers as strong as hits
SUMO HTRF inh = inhibitors of human SUMOylation (UBC9); P63279; 290,000 tested, 0.36% active; inhibition, % at 35 µM; HTRF SUMOylation assay, SAE1/SAE2 + UBC9, in vitro; AID 2006; in the data active = inhibition above about 50%, passing the limit was not always enough; note: strong numbers were not always called active
IDE cell inh = cellular human IDE inhibition. P14735. HEK cells, FAbetaB cleavage, fluorescence polarization. inhibition, % at 5.59 µM. 320,000 tested, 0.41% active;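 active = percent inhibition above the average of all tested compounds plus 3 SD, set per screening campaign, cut at about 16% in these data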;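 note: IDE supplied by intact live HEK cells; FP after avidin binding of uncleaved biotin substrate so inhibition keeps polarization high; 0% = DMSO wells and 100% = 60 µM reference IDE inhibitor Ii1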
MEKK2wt PB1 HTS = raises or lowers MEK5 binding to wildtype human MEKK2 PB1 domain; Q9Y2U5; bead flow cytometry, Alexa488-MEK5 binding to MEKK2 WT; actives lie on both sides; binding response (% of control), % at 10 µM; 290,000 tested, 1.1% active; AID 1531; in the data active = binding response below about 67% or above about 130%
* = called active by the depositor; · = no result given. The list is partial, so the mix of outcomes need not match the whole.

nr	molecule	IDE act	MEKK3 PB1 HTS	pCIP destab	MEKK2mut PB1 HTS	M18AAP inhibitor
1	COc1ccc(C)cc1NC(=O)C(c1ccccc1)N1CCNC(=O)C1 (stereo not drawn)	0	104	-37	-1	4
2	COc1cccc(NC(=O)c2nn(C)c3c2CS(=O)(=O)c2ccccc2-3)c1	-1	97	2	1	3
3	COc1ccc(NC(=O)CSc2nnc(NC(=O)c3ccco3)s2)cc1	6	94	-8	-3	-4
4	COc1cc2c(cc1OC)-c1nc3ccccc3c(=O)n1C(C)(C)C2	7	103	4	4	-3
5	COc1cc(C(=O)NC(=S)Nc2ccc3c(c2)OCO3)cc(OC)c1OC	·	97	-12	-6	-6
6	Cc1ccc(S(=O)(=O)N2CCC(=O)N(CCOCc3cccc(Cl)c3)CC2)cc1	-8	96	-2	-4	1
7	O=C(Nc1cccc2cccnc12)c1cccc([N+](=O)[O-])c1	2	104	-8	2	8
8	CC1=NN(C(C#N)c2ccccc2C)C(C)(C)C1 (stereo not drawn)	-2	99	-2	0	-3
9	COc1ccc(S(=O)(=O)Cc2ccc(C(=O)NCc3ccc(F)cc3)o2)cc1	·	·	-2	·	-12
10	O=C(C1CC(=O)N(C2CCCC2)C1)N1CCN(c2ccccc2F)CC1 (stereo not drawn)	0	103	-4	9	-11
11	O=C(CSc1nnc(-c2ccccc2)o1)Nc1ccccc1F	-2	95	-11	-1	3
12	COCCn1c(SCc2nnc(-c3ccccc3)o2)nc2sc3c(c2c1=O)CCC3	-9	98	-9	-4	-3
13	O=C(Cn1cc(C(=O)c2ccco2)c2ccccc21)NC1CC1	2	109	6	1	6
14	CCOc1cccc(-c2cc(C(=O)Nc3ccon3)c3ccccc3n2)c1	2	102	12	-8	-4
15	Cc1cccc(Oc2ncc(-c3ccc(Cl)cc3)cn2)c1C	0	102	-11	6	-5

nr	NALP1 yeast inh	SUMO HTRF inh	IDE cell inh	MEKK2wt PB1 HTS
1	6	2	-2	106
2	18	11	6	97
3	26	14	3	97
4	3	3	-3	102
5	2	11	12	89
6	16	-13	4	95
7	·	9	3	101
8	7	4	6	101
9	-28	4	·	·
10	4	5	-3	106
11	-43	3	4	99
12	12	-5	·	95
13	-12	18	2	104
14	-1	-10	2	94
15	0	-10	5	101

The listing continues:
nr	molecule	IDE act	MEKK3 PB1 HTS	pCIP destab	MEKK2mut PB1 HTS	M18AAP inhibitor
16	CCOc1ccc(S(=O)(=O)N(CC(=O)NN=C2CCN(C)CC2)c2ccc(C)cc2)cc1	0	103	-6	-2	-5
17	Cc1csc(N2CCN(c3cc4nc(-c5ccncc5)[nH]c4cc3Cl)CC2)n1	6	99	-8	1	17
18	COc1ccc(C(Nc2ccc(S(=O)(=O)NCC3CCCO3)cc2)C(=O)NC(C)(C)C)cc1OC (stereo not drawn)	-1	92	-4	-3	0
19	Nc1nonc1-c1nc2ccccc2n1CC(=O)Nc1ccccc1	-1	103	5	-5	-5
20	NS(=O)(=O)c1ccc(S(=O)(=O)N2CCCC2)cc1	-3	99	-13	-1	-7
21	Cc1nc(NC(=O)CSc2nnc(-c3ccc4c(c3)OCO4)o2)c(Cl)cc1Cl	-1	102	-3	2	5
22	Cc1ccc(C2=NN3C(C(=O)c4ccccc4)Oc4ccccc4C3C2)cc1 (stereo not drawn)	0	113	-6	3	0
23	CCCCCCCc1nc2nc(C)c(Br)c(=O)n2[nH]1	8	87	-7	-28	6
24	O=C(Nc1cccc(F)c1)c1cc(S(=O)(=O)N2CCC(C(=O)O)CC2)ccc1F	-7	·	0	·	-4
25	CCNc1c(NS(=O)(=O)c2ccc([N+](=O)[O-])cc2)c(=O)oc2ccccc12	1	97	5	-15	3
26	CCN1CCCC1CNC(=O)c1ccc(N2CCCC2=O)cc1 (stereo not drawn)	-1	108	-3	4	-5
27	CCOc1cc(C(=O)Nc2cc(C)on2)cc(OCC)c1OCC	3	106	-2	3	4
28	CC(=O)Nc1ccc(OC(=O)CC2SC(=O)NC2=O)cc1 (stereo not drawn)	3	119	7	16	-2
29	C=CCN(c1ccccc1)S(=O)(=O)c1cccc2cccnc12	-1	96	0	-4	-1
30	Cc1ccc(OC(C)C(=O)Nc2ccc(S(=O)(=O)Nc3cc(C)on3)cc2)cc1 (stereo not drawn)	4	100	-4	1	0

nr	NALP1 yeast inh	SUMO HTRF inh	IDE cell inh	MEKK2wt PB1 HTS
16	9	0	·	106
17	16	24	-4	95
18	6	22	-2	93
19	·	37	-3	108
20	4	14	2	101
21	23	1	6	101
22	20	8	8	109
23	-6	17	-4	92
24	-5	5	1	·
25	22	-6	4	91
26	6	6	-6	112
27	14	0	-3	102
28	6	-2	4	127
29	-2	8	0	100
30	-3	5	1	99

(list continues)
nr	molecule	IDE act	MEKK3 PB1 HTS	pCIP destab	MEKK2mut PB1 HTS	M18AAP inhibitor
31	Cc1ccc(-c2csc3ncn(CC(=O)OC(C)C)c(=O)c23)cc1	1	99	-103	8	5
32	COc1ccc(-c2cn3c4c(sc3n2)CCCC4)cc1	2	102	-4	-4	10
33	Cc1cc(C)c(C)c(S(=O)(=O)N2CCC(C(=O)Nc3ccccc3N3CCOCC3)CC2)c1C	0	112	0	-1	-2
34	COC(=O)c1ccc(Nc2ncnc3sccc23)cc1	2	105	3	9	2
35	CCCCc1ccc(NC(=S)Nc2cccnc2)cc1	5	106	-2	19	5
36	c1ccc(Cn2ncc3ccccc32)cc1	2	95	-6	-2	4
37	Cc1c(C#N)c(N=CN(C)C)c(C(=O)c2ccccc2)n1-c1ccc(Br)cc1	0	92	-14	-2	4
38	COc1ccc(-n2c(SCC(=O)NCC3CCCO3)nc3ccccc32)cc1 (stereo not drawn)	-2	100	-11	2	1
39	Cc1n[nH]c(=S)n1/N=C/c1ccc(Br)o1	0	100	1	-3	12
40	O=C(Cn1cnc2ccccc2c1=O)Nc1ccccc1N1CCOCC1	3	96	-4	-4	-14
41	COc1ccc2c3c(c(=O)oc2c1OCC(=O)O)CCCC3	0	104	-7	-1	-7
42	Cc1cc(C(F)(F)F)n(-c2nc(C(=O)NNS(=O)(=O)c3ccccc3)cs2)n1	4	99	-2	5	4
43	O=C(Cc1nn[nH]n1)NCc1ccccc1Cl	-1	103	-5	20	4
44	Cc1cccc(N(C(=O)CNC(=O)c2ccco2)C(C(=O)NC2CCCC2)c2ccncc2)c1C (stereo not drawn)	-3	101	-3	2	1
45	CNC(=O)c1ccc(-c2nc(-c3ccccc3)cs2)cc1	-1	99	1	1	4

nr	NALP1 yeast inh	SUMO HTRF inh	IDE cell inh	MEKK2wt PB1 HTS
31	12	3	2	103
32	0	7	8	104
33	20	6	6	98
34	23	1	-1	102
35	4	23	-2	110
36	12	12	2	93
37	16	11	2	93
38	10	8	-1	99
39	11	-4	-6	103
40	-6	8	-5	87
41	30	34	-3	101
42	17	4	4	105
43	-3	-16	3	103
44	4	2	5	97
45	-5	-3	1	99

(cont.)
nr	molecule	IDE act	MEKK3 PB1 HTS	pCIP destab	MEKK2mut PB1 HTS	M18AAP inhibitor
46	CC(=O)OCC(=O)N1CCN(c2ccc([N+](=O)[O-])cc2)CC1	-2	112	0	3	4
47	O=C(c1cc2cc3ccc(Cl)cc3nc2o1)N1CCCCCC1	6	98	7	-1	1
48	CC(O)C(=O)N/N=C/c1ccccc1C(=O)O (stereo not drawn)	-2	100	-5	-10	-4
49	Nc1ncnc(Nc2cc(Cl)cc(Cl)c2)c1[N+](=O)[O-]	5	100	-14	-1	3
50	Clc1ccc2c(N/N=C/c3cccc(Br)c3)ccnc2c1	-3	88	10	1	2
51	O=C(/C=C/c1ccccc1[N+](=O)[O-])NCCN1C(=O)S/C(=C\c2ccc(F)cc2)C1=O	0	115	13	-1	-2
52	CSCC[C@H](NC(=O)NCc1ccc(F)cc1)C(=O)O	-1	99	-6	2	0
53	C=CCN(c1ccccc1)S(=O)(=O)c1ccc(Cl)c(C(=O)OCC(=O)c2[nH]c(C)c(C(C)=O)c2C)c1	2	106	-13	-2	-1
54	COc1ccc2nc(C)c(C(N)=O)cc2c1	2	104	-8	-5	2
55	O=C(O)c1ccc(/C=N/NC(=S)NCc2ccccc2)cc1	6	106	11	0	16
56	COc1ccc(-n2c(COc3ccc4ccccc4c3)nnc2SCC(=O)NCc2ccco2)cc1	-5	100	-7	-1	-3
57	Cc1cc(C)n(Cc2ccccc2F)c(=O)c1C#N	3	108	-15	-4	-5
58	C=C1CCN([C@@H](CC(C)C)C(=O)O)S(=O)(=O)c2ccccc21	4	99	·	-1	·
59	O=C(c1ccc(Cl)c(Cl)c1)c1cnc(Nc2ccccc2)s1	8	99	-2	2	-1
60	CCN(C(=O)c1ccc(C)c(Br)c1)c1ccccc1	-4	94	3	-2	0

nr	NALP1 yeast inh	SUMO HTRF inh	IDE cell inh	MEKK2wt PB1 HTS
46	34	2	3	110
47	5	4	-8	97
48	-7	0	-2	95
49	9	22	-5	100
50	47*	-28	11	121
51	13	7	-7	111
52	20	4	7	100
53	29	0	0	101
54	5	5	5	105
55	-18	9	-2	105
56	22	1	4	96
57	23	7	5	99
58	·	·	1	102
59	17	13	5	97
60	-2	-6	2	88

(continued)
nr	molecule	IDE act	MEKK3 PB1 HTS	pCIP destab	MEKK2mut PB1 HTS	M18AAP inhibitor
61	O=C(OC1CCOC1=O)c1ccc(N2CCCC2)c([N+](=O)[O-])c1 (stereo not drawn)	4	101	-13	-7	-13
62	Cc1nn(-c2ccc(Cl)cc2)c(=O)c2ccccc12	4	103	7	7	0
63	CCOc1cc(/C=C2\N=C3CCCCCN3C2=O)ccc1O	-11	104	-12	3	-4
64	CSc1nc2nccc(-c3ccc(Cl)cc3)n2n1	4	109	-4	6	-7

nr	NALP1 yeast inh	SUMO HTRF inh	IDE cell inh	MEKK2wt PB1 HTS
61	1	4	1	94
62	14	1	-3	107
63	-12	-1	6	111
64	7	7	2	103

Compounds shown so far containing an aryl thioether with sulfur outside any ring, in the order listed:
nr	molecule	IDE act	MEKK3 PB1 HTS	pCIP destab	MEKK2mut PB1 HTS	M18AAP inhibitor
3	COc1ccc(NC(=O)CSc2nnc(NC(=O)c3ccco3)s2)cc1	6	94	-8	-3	-4
11	O=C(CSc1nnc(-c2ccccc2)o1)Nc1ccccc1F	-2	95	-11	-1	3
12	COCCn1c(SCc2nnc(-c3ccccc3)o2)nc2sc3c(c2c1=O)CCC3	-9	98	-9	-4	-3
21	Cc1nc(NC(=O)CSc2nnc(-c3ccc4c(c3)OCO4)o2)c(Cl)cc1Cl	-1	102	-3	2	5
38	COc1ccc(-n2c(SCC(=O)NCC3CCCO3)nc3ccccc32)cc1 (stereo not drawn)	-2	100	-11	2	1
56	COc1ccc(-n2c(COc3ccc4ccccc4c3)nnc2SCC(=O)NCc2ccco2)cc1	-5	100	-7	-1	-3
64	CSc1nc2nccc(-c3ccc(Cl)cc3)n2n1	4	109	-4	6	-7

nr	NALP1 yeast inh	SUMO HTRF inh	IDE cell inh	MEKK2wt PB1 HTS
3	26	14	3	97
11	-43	3	4	99
12	12	-5	·	95
21	23	1	6	101
38	10	8	-1	99
56	22	1	4	96
64	7	7	2	103
